From PubChem BioAssay
VIM-2 inhibitor: inhibitors of Pseudomonas aeruginosa VIM-2 metallo-beta-lactamase | purified VIM-2, nitrocefin hydrolysis, epi-absorbance fluorescence | inhibition, % at 5.6 µM | hit rate 0.89% among 290,000;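 active = inhibition above the mean of all tested compounds plus 3 SD, cutoff set per screening run, cut at about 7.5% in these data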;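 note: red hydrolysis product quenches plate fluorescence so inhibitors raise well fluorescence; 0% = enzyme with DMSO and 100% = DMSO without enzyme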
IMP-1 inh: inhibitors of Pseudomonas aeruginosa IMP-1 metallo-beta-lactamase; purified IMP-1, nitrocefin hydrolysis, epi-absorbance fluorescence; inhibition, % at 5.6 µM; AID 1556; hit rate 0.45% among 290,000;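 active = inhibition above the mean plus 3 SD of all compounds in the same screening run, cut at about 4.5% in these data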;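 note: 0% = IMP-1 with DMSO and 100% = DMSO wells lacking enzyme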
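System: purified IMP-1; amount: IMP-1 0.2 nM before substrate addition; compound: single dose, 5.6 µM; times: 25 °C, 15 min preincubation, 25 min reaction; signal: Epi-absorbance via hydrolysed-nitrocefin quenching of white-plate fluorescence, 480/530 nm, EDTA stop; benchmarks: DMSO with and without IMP-1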
PfM18AAP inh: blocks P. falciparum M18 aspartyl aminopeptidase. recombinant PfM18AAP, H-Glu-NHMec fluorogenic cleavage. inhibition, % at 7.35 µM. hit rate 1.2% among 290,000. AID 1822;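 active = inhibition above the campaign mean inhibition over all tested compounds plus 3 SD, cut at about 28% in these data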;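 note: 0% = plate median of test compound wells and 100% = 2 mM ZnCl2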
SUMO HTRF inh: SUMOylation inhibition; HTRF SUMOylation assay, SAE1/SAE2 + UBC9, in vitro; inhibition, % at 35 µM; P63279; hit rate 0.36% among 290,000; in the data active = inhibition above about 50%, passing the limit was not always enough; note: strong numbers were not always called active
Target sequence (P63279 whole entry, looked up): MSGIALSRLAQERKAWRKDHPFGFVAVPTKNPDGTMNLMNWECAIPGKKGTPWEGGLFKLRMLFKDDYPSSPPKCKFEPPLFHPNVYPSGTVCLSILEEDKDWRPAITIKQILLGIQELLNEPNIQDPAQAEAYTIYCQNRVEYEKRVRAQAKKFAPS
MEKK2 WT-MEK5: raises or lowers MEK5 binding to wildtype human MEKK2 PB1 domain. hit rate 1.1% among 290,000. bead flow cytometry, Alexa488-MEK5 binding to MEKK2 WT; actives lie on both sides. binding response (% of control), % at 10 µM. Q9Y2U5; in the data active = binding response below about 67% or above about 130%
HCV NS3 hel inh: blocks Hepatitis C virus NS3 helicase unwinding; NS3 helicase DNA unwinding, Cy5 molecular beacon fluorescence; inhibition, % at 10.9 µM; hit rate 0.56% among 290,000;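 active = inhibition above the mean of all tested compounds plus 3 SD, set per campaign, cut at about 35% in these data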;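 note: 0% = DMSO wells and 100% = thioflavine S control wells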
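Compound dosing – single dose, 10.9 µM nominal final, DMSO 0.8% final · System – NS3 helicase fragment of HCV · Buffer or medium – MOPS pH 6.5, MgCl2, DTT, Tween20, BSA · Signal – Cy5 beacon fluorescence read at start and 1 h · Also added – annealed dual-labelled DNA beacon duplex, ATP-started · Schedule – 1 h at 25 °C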
MEKK2 mut-MEK5: signal of MEK5 binding to mutant human MEKK2 PB1 domain. bead flow cytometry, Alexa488-MEK5 binding to MEKK2 mutant. percent response, % at 10 µM. hit rate 0.35% among 290,000; in the data active = percent response above about 24%, passing the limit was not always enough; note: inactives centre near 1; some results filed as inactive read as strong as hits
FID counter: displaces DNA intercalator in HCV helicase counter-screen | DNA fluorescent intercalator displacement, fluorescence | inhibition, % at 7.9 µM | hit rate 0.17% among 290,000 | AID 1845; in the data active = inhibition above about 37%;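 note: 0% = vehicle and 100% = reference compound; higher means more ethidium bromide displaced from hairpin DNA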
NALP1 yeast inh: blocks the NALP1 inflammasome reconstituted in yeast. S. cerevisiae NALP1/ASC/caspase-1 growth, X-gal OD620, 72 h. hit rate 0.61% among 280,000. AID 2071. inhibition, % at 10 µM; in the data active = inhibition mostly above about 24%, no sharp cut-off; inactive = mostly below about 32%; note: some compounds called inactive have numbers as strong as hits
Numbers without * were called inactive; . = no result given.

SMILES | VIM-2 inhibitor | IMP-1 inh | PfM18AAP inh | SUMO HTRF inh | MEKK2 WT-MEK5 | HCV NS3 hel inh | MEKK2 mut-MEK5 | FID counter | NALP1 yeast inh
CCCOc1ccc(-c2c(=O)n(O)c3ccccc3[n+]2[O-])cc1 | -0.5 | -0.1 | -24 | -1 | 97 | -3 | 1 | -13 | 15
O=C(NCc1ccccn1)c1ccc(CNS(=O)(=O)c2cccc(C(F)(F)F)c2)cc1 | -3.2 | -1.4 | 3 | -12 | 105 | -2 | 4 | -16 | 8
O=C(NC1CCCCC1)C1CCCN1S(=O)(=O)c1ccc(F)cc1 (centres undefined) | -0.6 | -1.4 | -3 | 4 | 105 | 0 | 3 | -11 | 19
CC[n+]1c(/C=C/Nc2ccccc2)oc2ccc(OC)cc21 | 0.3 | -2.4 | 9 | 18 | 102 | -5 | 0 | -4 | 7
CCOC(=O)c1c(NC(=O)c2cccc(N3C(=O)CCC3=O)c2)sc(C)c1C | 2.8 | -0.3 | 0 | -30 | 97 | 6 | -2 | 3 | 2
CCOC(=O)N1CCC(NC(=O)c2cc(C(=O)Nc3ccc(S(=O)(=O)N4CCCCC4)cc3)ccc2CO)CC1 | 1.4 | -1.3 | -15 | 37 | 96 | -4 | -5 | -26 | 10
O=C1/C(=C/c2cccs2)SC(=S)N1c1cccc(O)c1 | 0.5 | -2.1 | 7 | -6 | 91 | -4 | 5 | 9 | -3
Cn1c(=O)c2c(nc(N/N=C/c3ccc(OC(=O)c4ccco4)cc3)n2Cc2ccc(F)cc2)n(C)c1=O | -3.1 | -2.8 | 4 | 20 | 118 | 0 | 9 | -6 | 16
Cc1nc(N2CCN(Cc3ccccc3)CC2)c(C#N)c2c1COC(C)(C)C2 | -3.0 | -3.2 | 2 | 1 | 97 | 5 | 1 | -3 | 14
O=[N+]([O-])c1cc2c(cc1Br)CCN2 | -4.6 | -1.6 | 5 | 1 | 98 | 1 | -3 | 3 | 10
CC(C)OC(=O)c1cc(C(=O)c2cc(Br)ccc2O)coc1=N | 5.6 | -2.6 | -5 | 5 | 95 | -3 | -2 | -16 | 23
c1nc2ccc(Cc3ccc4nc[nH]c4c3)cc2[nH]1 | -2.2 | -1.7 | 3 | 4 | 115 | 0 | 11 | -5 | .
Cc1ccccc1NC(=O)NNC(=O)COc1ccc2ccccc2c1 | -3.0 | -0.8 | 3 | 3 | 108 | -21 | 8 | -16 | -2
Cc1ccccc1C(=O)Nc1ccccc1C(=O)NCc1ccccc1 | -2.5 | -1.9 | -5 | -3 | 95 | -2 | -2 | -19 | 11
COc1ccc(CCn2c(N3CCN(Cc4ccccc4)CC3)nc3c2c(=O)[nH]c(=O)n3C)cc1 | 0.4 | -1.8 | 0 | 5 | 106 | -8 | 4 | -9 | 17
Cc1ccccc1NC(=S)NCc1ccccc1 | 1.3 | 0.8 | 3 | 3 | 110 | -5 | 0 | 0 | 14
COC(=O)c1ccc(NC(=O)C23CC4CC(C2)CC(n2cncn2)(C4)C3)cc1 | -2.3 | -0.9 | -10 | -14 | 99 | 12 | 6 | -21 | -14
O=C(c1ccc(N2C(=O)C3CC=C(Cl)CC3C2=O)cc1)N1CCCCC1 (centres undefined) | -6.2 | -3.8 | 6 | 2 | 95 | -5 | -3 | -24 | 0
Cc1ccc(S(=O)(=O)N2CCN(C(=O)c3cc4c(C)nn(-c5ccccc5)c4s3)CC2)cc1 | -1.1 | -3.2 | 5 | 0 | 90 | 7 | -6 | -4 | -39
CCOc1ccccc1-c1nc(-c2ccncc2)no1 | 0.6 | 0.1 | 3 | 6 | 97 | 7 | -3 | -12 | .

Three compounds from above, ordered by the number in VIM-2 inhibitor, rising.
Compound,VIM-2 inhibitor
Cc1ccccc1C(=O)Nc1ccccc1C(=O)NCc1ccccc1,-2.5
CC[n+]1c(/C=C/Nc2ccccc2)oc2ccc(OC)cc21,0.3
CC(C)OC(=O)c1cc(C(=O)c2cc(Br)ccc2O)coc1=N,5.6

Following part:
SMILES | VIM-2 inhibitor | IMP-1 inh | PfM18AAP inh | SUMO HTRF inh | MEKK2 WT-MEK5 | HCV NS3 hel inh | MEKK2 mut-MEK5 | FID counter | NALP1 yeast inh
Cc1nn(CC(=O)Nc2ccc(Cl)cn2)c(C)c1[N+](=O)[O-] | -2.0 | -2.0 | 0 | -2 | 106 | -2 | 4 | -3 | -4
C/C(=N\Nc1nncc2ccccc12)c1ccc(O)cc1 | -1.1 | -1.7 | 25 | 3 | 93 | 17 | -11 | -10 | 30
Cc1cc(C)c2c(c1)/C(=N\N=c1\sc3ccccc3n1C)C(=O)N2 | -2.6 | -1.6 | -2 | 33 | 79 | -2 | -22 | -3 | .
COc1ccc(-c2nc(C#N)c(NCCc3ccccc3)o2)cc1 | -2.9 | -0.2 | -5 | 3 | 108 | -6 | 6 | -2 | -19
CN1/C(=C\C=N\NC(=O)c2ccc(O)cc2)C(C)(C)c2ccccc21 | -4.7 | -2.6 | 3 | 2 | 101 | -3 | -1 | -8 | 15
CCN(CC(=O)Nc1cc(Cl)ccc1C)C(=O)COc1cccc2c1OC(C)(C)C2 | -0.7 | -2.5 | -2 | 17 | 104 | -12 | 8 | -38 | 19
Cc1ccc(NC(=S)N(CCN2CCOCC2)Cc2cc3cc4c(cc3[nH]c2=O)OCO4)cc1 | -0.5 | -1.0 | -2 | 3 | 105 | -9 | 5 | 4 | 0
CC(C)C(=O)N1CCN(c2ccccc2NC(=S)NC(=O)c2cccs2)CC1 | -1.7 | -0.5 | 0 | -16 | 101 | -2 | -2 | -23 | -7
O=C(O)c1cc(-c2ccc(/C=c3\sc4nc5ccc(Br)cc5n4c3=O)o2)ccc1Cl | 2.6 | 4.2 | 20 | 24 | 89 | 38* | -1 | -2 | 16
COc1ccc(C(=O)N/C(=C\c2cccs2)c2nc3ccccc3[nH]2)cc1OC | -0.1 | -1.3 | 2 | 11 | 114 | -1 | 9 | 0 | 16
CCN(CC)S(=O)(=O)c1ccc(Cl)c(C(=O)NCc2ccco2)c1 | -1.9 | -1.0 | 1 | 16 | 97 | -4 | -4 | -4 | 30
CCCCOc1cccc(C(=O)Nc2ccc(S(=O)(=O)Nc3nnc(CC)s3)cc2)c1 | -2.2 | -1.8 | 0 | 8 | 102 | -63 | 3 | -31 | 14
O=C(Nc1ccc(Cl)cc1)N1CCSCC1 | -1.2 | -5.4 | 3 | 10 | . | -2 | . | -3 | -30
Cc1cc(/C=N/NC(=O)c2ccc(O)cc2)c(C)n1CC(C)C | -3.5 | -2.5 | 6 | 12 | 95 | 6 | -6 | -8 | 3
Cc1ccc2nc(Cl)c(C3CC(c4ccco4)=NN3S(C)(=O)=O)cc2c1 (centres undefined) | 0.9 | -1.2 | -6 | 19 | 84 | 8 | -31 | -25 | -2
CC(c1nnc(SCC(=O)Nc2sccc2C#N)n1-c1ccc(Cl)cc1)N(C)C (centres undefined) | -3.2 | -3.2 | 2 | -3 | 104 | -5 | 4 | -11 | -13
Cc1ccc(N2C(=O)C3C(C2=O)C2C=CC3C23CC3)cc1 (centres undefined) | -1.1 | -1.1 | -6 | 18 | 101 | -1 | -1 | -2 | 2
Cc1cc(N)n2ncc(-c3ccccc3)c2n1 | 0.5 | 0.2 | 1 | 7 | 104 | 0 | 1 | 0 | 21
Cc1cccc(C(=O)Nc2nnc(C3=COCCO3)o2)c1 | -2.5 | -1.0 | -5 | 0 | 106 | 1 | -2 | -3 | -15
CCCNC(=S)N1CCC(Cc2ccccc2)CC1 | -1.2 | -0.9 | 1 | 6 | 106 | -11 | 3 | -17 | 8

The list goes on (two carried over from the part before).
SMILES | VIM-2 inhibitor | IMP-1 inh | PfM18AAP inh | SUMO HTRF inh | MEKK2 WT-MEK5 | HCV NS3 hel inh | MEKK2 mut-MEK5 | FID counter | NALP1 yeast inh
Cc1cccc(C(=O)Nc2nnc(C3=COCCO3)o2)c1 | -2.5 | -1.0 | -5 | 0 | 106 | 1 | -2 | -3 | -15
CCCNC(=S)N1CCC(Cc2ccccc2)CC1 | -1.2 | -0.9 | 1 | 6 | 106 | -11 | 3 | -17 | 8
CCc1ccccc1NC(=O)CNCC(=O)Nc1ccccc1CC | -0.1 | -2.2 | 8 | 19 | 98 | 9 | -8 | -11 | 8
CCc1ccc(-c2nc(CS(=O)CC(=O)NCc3ccco3)c(C)o2)cc1 (centres undefined) | 0.7 | -1.4 | 8 | 14 | 104 | 8 | 2 | -43 | -18
Cc1ccc(C2(c3noc(CN(C)CC4COCCO4)n3)CCCC2)cc1 (centres undefined) | -2.6 | -0.7 | -5 | -6 | 84 | -4 | -13 | -28 | 12
CC(c1ccon1)N(C)Cc1cn(C)nc1-c1cccc(Cl)c1 (centres undefined) | -0.4 | -1.1 | -1 | 12 | 102 | 3 | 1 | -5 | 10
Cc1ccc(C2SCC(=O)N2Cc2ccccc2)cc1 (centres undefined) | -0.7 | 2.8 | 8 | 11 | 103 | -6 | 6 | -30 | 4
COc1cccc2c(=O)n(CC(=O)N3CCc4ccccc43)ccc12 | 1.7 | -2.9 | 3 | -7 | 96 | -1 | 1 | 1 | 28
Cc1ccc(NC(NC(=O)Cc2ccccc2)C(Cl)(Cl)Cl)cc1 (centres undefined) | -2.1 | 2.2 | -1 | 18 | 103 | -7 | 10 | -3 | 20
O=C(Nc1cc(S(=O)(=O)N2CCCC2)ccc1Cl)C1=COCCO1 | -2.2 | -4.6 | 12 | 11 | 102 | 1 | 1 | -10 | 1
CC(C)(C)C(=O)CC1(O)C(=O)N(Cc2ccccc2)c2ccccc21 (centres undefined) | -1.8 | -2.1 | -9 | 0 | 103 | 3 | 1 | -14 | -14
CCOC(=O)CNC(=O)CN1C(=O)CCS(=O)(=O)c2ccccc21 | -3.1 | -2.8 | 3 | -1 | 93 | 4 | -8 | 1 | 5
CCCNC(=O)C/C(C)=N/NC(=O)COc1ccc(C)cc1Br | -4.8 | -5.7 | -4 | 21 | 102 | 1 | 1 | -10 | 18
COc1cc(/C=C2/CC(C)OC2=O)c([N+](=O)[O-])cc1OC (centres undefined) | 1.0 | 1.1 | -6 | -1 | 102 | 5 | -1 | 5 | 15
O=C(CN1C(=O)C2C3C=CC(C3)C2C1=O)Nc1ccc2c(c1)OCCO2 (centres undefined) | -3.2 | -2.9 | -5 | 12 | 102 | 1 | 2 | -3 | 2
CCOC(=O)c1ccc(OC)c(OC)c1Cl | -3.4 | -3.8 | 4 | -7 | 99 | 3 | 0 | -3 | -6
Cc1ccc2nc(-c3ccccn3)[nH]c2c1 | -4.2 | -3.4 | -15 | 22 | 109 | -60 | 8 | 0 | -30
COc1ccc(C)cc1NC(=O)C1CCN(S(=O)(=O)c2ccc3c(c2)NC(=O)CO3)CC1 | -2.6 | 0.1 | -1 | 11 | 98 | -11 | -2 | -29 | -2
COc1ccc(N(CC(=O)NCCc2ccccc2)C(=O)c2csnn2)cc1 | -2.5 | -1.7 | -1 | -13 | 100 | -6 | 1 | -14 | 20
CC1(C)CC(=O)c2sc(NC(=O)c3ccc4ncsc4c3)nc2C1 | -4.2 | -4.5 | 5 | 1 | 104 | -3 | 1 | -12 | 33
Cc1cc(=O)oc2cc(OCCCC[n+]3ccccc3)ccc12 | 5.6 | -2.2 | 0 | 14 | 96 | 12 | -7 | 8 | 7

Outcome played no part in choosing rows (roughly 4.7% active in at least one column).
